# L3MBTL1 block – qHTS Assay for the Inhibitors of L3MBTL1 | Lethal(3)malignant brain tumor-like protein 1 (Homo sapiens), Q9Y468 | 230,000 tested, 0.66% active | Potency, µM (series often up to 57.1 µM), for the others: at the top dose activity, negative = inhibition, actives largely listed as inhibitors | AID 485360, 2010 | AlphaScreen L3MBTL1–H3K9me1 peptide binding; also: potency is read from the fitted curve at half-maximal effect; % is scaled to controls: 0 for no effect and ±100 for the full control effect; nearly all actives have a fitted effect of over 60% in size
# Target sequence (Q9Y468 whole entry, looked up): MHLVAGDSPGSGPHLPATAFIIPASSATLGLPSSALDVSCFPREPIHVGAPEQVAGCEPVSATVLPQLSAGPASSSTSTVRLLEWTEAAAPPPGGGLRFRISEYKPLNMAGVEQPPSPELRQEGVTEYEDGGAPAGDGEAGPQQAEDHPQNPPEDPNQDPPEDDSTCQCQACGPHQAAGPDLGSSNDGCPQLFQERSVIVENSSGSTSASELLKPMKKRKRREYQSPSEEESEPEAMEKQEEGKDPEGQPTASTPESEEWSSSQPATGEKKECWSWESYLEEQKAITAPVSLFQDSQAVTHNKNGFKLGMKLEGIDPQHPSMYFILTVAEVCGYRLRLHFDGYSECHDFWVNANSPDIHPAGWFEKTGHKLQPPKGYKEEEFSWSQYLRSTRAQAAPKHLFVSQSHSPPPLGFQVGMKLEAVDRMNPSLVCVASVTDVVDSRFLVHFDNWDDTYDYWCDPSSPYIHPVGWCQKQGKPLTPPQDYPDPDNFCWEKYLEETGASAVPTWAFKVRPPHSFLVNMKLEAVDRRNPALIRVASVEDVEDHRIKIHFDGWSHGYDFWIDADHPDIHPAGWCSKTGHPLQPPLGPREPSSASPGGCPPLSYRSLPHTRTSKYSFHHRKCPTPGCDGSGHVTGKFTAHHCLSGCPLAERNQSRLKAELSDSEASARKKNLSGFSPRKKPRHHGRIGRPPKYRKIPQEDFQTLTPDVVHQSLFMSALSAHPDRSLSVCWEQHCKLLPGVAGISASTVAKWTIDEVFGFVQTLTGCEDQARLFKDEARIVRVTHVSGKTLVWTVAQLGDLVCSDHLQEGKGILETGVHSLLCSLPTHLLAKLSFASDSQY
#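 Displacement of a biotinylated histone H3(1-15) peptide monomethylated at Lys9 (75 nM) from L3MBTL1 (50 nM) was measured by AlphaScreen after a 30 min room-temperature compound incubation; cefsulodin titration served as intraplate control.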
# NPSR antagonist – qHTS Assay for Antagonists of the Neuropeptide S Receptor: cAMP Signal Transduction; CHO-NPSR cells, cAMP TR-FRET, antagonist mode; Q6W5P4; Potency, µM (doses to about 38.3 µM), inactives show top-dose activity change, negative = inhibition, most hits filed as inhibitors; 220,000 tested, 1% active; AID 1461, 2008; also: potency is read from the fitted curve at half-maximal effect; % is scaled to controls: 0 for no effect and ±100 for the full control effect; nearly all actives have a fitted effect of over 50% in size; many of its hits are not listed in these tables
# IMPase Li inh – qHTS Assay for Identifying the Cell-Membrane Permeable IMPase Inhibitors: Potentiation with Lithium. CHO-M1 cells, IP1 TR-FRET (IP-One), carbachol + lithium. Potency, µM (highest dose often 59.4 µM), for the others: at the highest dose activity, negative = IMPase inhibition, usual class: inhibitors. 210,000 tested, 0.35% active;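 also: IP1 builds up when IMPase is blocked and the TR-FRET signal falls; potency is read from the fitted curve at half-maximal effect; plate controls were basal vehicle for no effect and high inhibitor control for full effect; nearly all actives have a fitted effect of over 50% in size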
#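 Test compounds were applied to CHO-M1 cells previously cultured for 16–30 h at 2000 per well. A small lithium amount accompanied them; after 30 min at 37C, IP1 was quantified by TR-FRET.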
# HttQ103 aggreg – qHTS Multiplex Assay to Identify Dual Action Probes in a Cell Model of Huntington: Aggregate Formation (GFP); PC12 HttQ103-GFP aggregates, Acumen cytometry, 40 h; Potency, µM (series often up to 46.1 µM), for inactives: top-dose activity change, negative = inhibition, usual class: inhibitors; 220,000 tested, 1.1% active; AID 1688, 2009; also: potency is read from the fitted curve at half-maximal effect; % is scaled to controls: 0 for no effect and ±100 for the full control effect; nearly all actives have a fitted effect of over 60% in size
#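 Read-out: GFP aggregate count by laser scanning cytometer (488 nm excitation, 500-530 nm emission, 1–25 µm objects >6 SD above background). Cells: PC12, inducible HTTex1-Q103-GFP, 100 nM tebufenozide; compounds titrated.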
# KinaseGlo FLuc – Counterscreen for Luciferase (Kinase-Glo TM) Inhibition; Luciferin 4-monooxygenase (Photuris pensylvanica), Q27757; Kinase-Glo luciferase, ATP luminescence, 8 min; Potency, µM (top dose mostly 38.3 µM), for the others: top-dose activity change, negative = inhibition, usual class: inhibitors; 200,000 tested, 0.28% active; AID 1379, 2008; also: potency is read from the fitted curve at half-maximal effect; % is scaled to controls: 0 for no effect and ±100 for the full control effect; nearly all actives have a fitted effect of over 60% in size
#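 Substrate mix (final 50 mM imidazole pH 7.2, 50 mM KCl, 7 mM MgCl2, 10 uM ATP, 0.01% Tween 20, 0.05% BSA) plus pin-tool compound, then Kinase-Glo detection mix; 8 min ambient, luminescence read.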
# Epigenetic reg – Quantitative High-Throughput Screen for Regulators of Epigenetic Control | murine LDR cells, GFP reporter derepression, 30 h | Potency, µM (doses to about 53.9 µM), for inactives: top-dose GFP activation, hits mostly activators | 280,000 tested, 0.2% active; also: potency is read from the fitted curve at half-maximal effect; % of control where 0% means no effect; nearly all actives have a fitted effect of over 60% in size
#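 Readout is the number of GFP-expressing murine LDR cells, counted by cytometry following washing. Cells were treated with compound for 30 h at 37 C; the stably integrated CMV-GFP locus is normally silent.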
# CBFb RUNX1 block – qHTS Assay for Compounds Blocking the Interaction Between CBF-beta and RUNX1 for the Treatment of Acute Myeloid Leukemia | AlphaScreen CBFb-His/RUNX1-biotin binding, biochemical | Potency, µM (top dose mostly 59.8 µM), inactives show at the highest dose activity, negative = inhibition, actives largely listed as inhibitors | 230,000 tested, under 10 active | Runt-related transcription factor 1 (Homo sapiens) + Core-binding factor subunit beta … | AID 1477, 2009; also: % of control where 0% means no effect
#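 Inhibition was taken as any reduction in AlphaScreen signal from the CBF-beta–RUNX1 pair (His and biotin tags, 30 nM each), measured after compound (15 min) and bead (90 min) incubations at room temperature.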
# * hit, by the source's call; ? = inconclusive; . = not tested or not shown; & = joins results of further samples; [ ] = remark or other dose. Calls follow the shape of the dose curve; as a rule, active = well fitted curve in the direction sought with a large enough effect; inconclusive = small, poorly fitted or top-dose-only effect, or another doubt; inactive = no such curve, though single readings can be large; an effect the other way counts as inactive or inconclusive. The list is partial; the hit share may differ from the screen's.
# Each structure is followed by: L3MBTL1 block | NPSR antagonist | IMPase Li inh | HttQ103 aggreg | KinaseGlo FLuc | Epigenetic reg | CBFb RUNX1 block
- CC(NC(=O)c1ccccc1F)c1nnc(SCc2nc3ccccc3c(=O)[nH]2)n1C (stereo unspecified)
  . | 7.5% | -8.7% | 15.2% | -1.6% | -4.4% | 3.4%
- COc1ccccc1/C=C\C=N\NC(=O)CCn1nnc2ccccc21
  -1.5% | -11.1% | 23.5% | 11.3% | 0.7% | 0.9% | -9.2%
- O=C(NC(=S)Nc1ccccn1)c1ccco1
  -0.6% | 11.6% | 1.1% | -22.1% | -17.0% | -1.1% | 0.4%
- CCOc1ccc(N2CC(C(=O)NCc3ccc(C)n3C)CC2=O)cc1 (stereo unspecified)
  . | 13.1% | -5.3% | 1.0% | . | -0.4% | -2.0%
- CCC(=O)N(C)CCc1cc2c(c(OC)c1/C=N/Nc1ccc(C(=O)O)cc1)OCO2
  -7.6% | -10.7% | . | -1.6%[9.22 µM] | . | 0.1% | 0.4%
- CCCCOCCCNC(=O)Cc1cccs1
  5.0% | 4.2%[46.1 µM] | 2.5%[38.3 µM] | 4.3% | -1.4% | 0.0% | -0.6%
- CN(C)N1C(N)=C(C#N)C(c2cccnc2)C2=C1CCCC2=O (stereo unspecified)
  2.8% | 8.4% | 11.6% | -14.6% | -1.8% | -0.9% | -0.6%
- CN(C)c1nc(C(=O)NN)nc(N(C)C)n1
  . | -6.9%[46.1 µM] | 22.8%[38.3 µM] | 0.3% | -2.8% | -4.3% | -4.8%
- C=C[C@@](C)(O)CC[C@@H]1[C@@]2(C)CCCC(C)(C)[C@@H]2CC[C@@]1(C)O
  11.0% | 15.4% | -6.9%&25.3% | 8.0%[9.22 µM] | -1.0% | -2.4%&-4.5% | 4.5%[21.7 µM]
- O=C(NCc1n[nH]c(=S)n1-c1cccc(Cl)c1)c1ccc(S(=O)(=O)N2CCCC2)cc1
  -1.4% | -9.4%[46.1 µM] | 6.8%[38.3 µM] | 17.2% | 5.1% | -0.2% | 1.7%
- N#Cc1cccc(NC(=O)CN2C(=O)NC(Cc3ccccc3)C2=O)c1 (stereo unspecified)
  6.2% | -4.9% | . | -14.4%[9.22 µM] | . | 3.1% | 1.1%
- COc1cccc(-c2nccc(NCc3cccc(C)c3)n2)c1
  . | . | 7.1% | . | -4.2% | -1.7% | .
- COC(=O)N1C(c2ccccc2)=Cc2ccccc2C1C1(C(=O)OC)CCCC1=O (stereo unspecified)
  . | . | 6.1%&1.8% | . | -0.3% | -1.1% | -3.9%
- CCN1CCOC(CC(=O)Nc2ccc([N+](=O)[O-])cc2)C1=O (stereo unspecified)
  . | 11.8% | . | 5.9%[9.22 µM] | . | 0.9% | 1.1%
- COC(=O)c1ccccc1NC(=O)CSc1nnc(-c2cccc(NC(C)=O)c2)n1C
  . | -14.0%[46.1 µM] | 11.2%[38.3 µM] | ? | 0.2% | 0.0% | -4.7%
- Cc1cc(C)n2c(=O)c3ccc(Cl)cc3nc2c1C#N
  . | 2.0% | -9.5% | -3.9% | . | -0.2% | 1.1%
- OC(COc1cccc2ccccc12)CN1CCN(c2ccccn2)CC1 (stereo unspecified)
  -7.8% | -14.9%[46.1 µM] | -18.8%[38.3 µM] | 0.7% | -1.8% | -0.7% | -0.9%
- COc1cccc(NC(=O)n2nc(N)cc2-c2ccc(Cl)cc2)c1
  ? | -10.2%[46.1 µM] | 18.9%[38.3 µM] | -24.1% | 3.8% | 0.8% | -5.5%
- Nc1ccc2c(c1)C(=O)c1ccccc1C2=O
  -4.1% | . | 11.3% | . | . | . | -14.9%[21.7 µM]
- CCn1ncc(CNC(=O)CCCSc2nc(-c3ccco3)cc(C(F)(F)F)n2)c1C
  -8.0% | -9.3%[46.1 µM] | 10.2% | ? | 3.9% | -1.2% | 5.2%
- COc1cccc(C2C3=C(CCCC3=O)Nc3nc(-c4cc(OC)c(OC)c(OC)c4)nn32)c1 (stereo unspecified)
  -0.2% | -20.8%[46.1 µM] | 28.5%[38.3 µM] | 12.9% | -1.5% | -1.1% | -11.5%
- N#Cc1ccccc1Cn1cc(/C=N/Nc2ccc([N+](=O)[O-])cn2)c2ccccc21
  . | 11.5% | 9.5% | 5.1% | -0.5% | -0.4% | -9.0%
- Cc1ccc(C(=O)/C=C/Nc2ccccc2C(N)=O)o1
  . | -22.0%[46.1 µM] | -18.7%[38.3 µM] | 32.1% | ? | 0.0% | 1.7%
- CCC(C)(C)NC(=O)c1cc(OC)c(OC)cc1[N+](=O)[O-]
  -5.1% | 1.7%[46.1 µM] | -5.9%[38.3 µM] | 15.3% | -0.7% | -2.1% | 0.7%
- CC(=O)c1cccc(NC(=O)CCS(=O)(=O)c2cccc3nonc23)c1
  . | 2.2%[46.1 µM] | 2.3%[38.3 µM] | -28.1% | 2.5% | 2.4% | 3.1%
- CC(=O)c1ccc(NC(=O)C2CCCN(C(=O)c3ccc(Cl)cc3)C2)cc1 (stereo unspecified)
  7.3% | -14.7% | 3.4% | -8.5% | 1.4% | 0.1% | -8.9%
- Cc1ccccc1N1C(S)=C(C#N)C(=O)NC1c1ccco1 (stereo unspecified)
  ? | -25.5% | 0.8% | -10.6%[9.22 µM] | -3.1% | 1.0% | -26.8%
- CCCn1c(SCc2cc(=O)[nH]c3ccccc23)nc2c1c(=O)n(C)c(=O)n2C
  -0.9% | 4.3%[46.1 µM] | 11.2%[38.3 µM] | ? | 0.6% | -4.3% | 7.1%
- COc1cc(NC(=O)COC(=O)c2cc(S(=O)(=O)N3CCCCC3)ccc2Cl)c(C)cc1[N+](=O)[O-]
  -11.5% | -7.0% | 2.8% | 6.4% | 0.1% | -1.8% | -0.2%
- CCN(CC)S(=O)(=O)c1ccc(C(=O)N(c2ccccc2)C2C=CS(=O)(=O)C2)cc1 (stereo unspecified)
  4.2% | -6.9% | 6.2% | 5.1% | 0.9% | -3.9% | 5.3%
- CCN(CC)c1ccc2cc(-c3nnc(-c4ccncc4)o3)c(=O)oc2c1
  -14.0% | -10.6%[46.1 µM] | 3.3%[38.3 µM] | 2.51µM* | 0.4% | 0.562µM* | 8.7%
- COc1ccc(NC(=O)c2cc(S(=O)(=O)NCC3COc4ccccc4O3)ccc2F)cc1 (stereo unspecified)
  -4.0% | -18.2%[46.1 µM] | 13.6% | -10.7% | 3.9% | 0.0% | -1.2%
- Cn1nnnc1SCSc1nnnn1C
  0.8% | -4.3%[46.1 µM] | 4.4%[38.3 µM] | 7.0% | 7.7% | 15.9% | 4.0%
- Cc1cc(S(=O)(=O)N2CCCC2C(=O)N2CCOCC2)c(C)cc1Cl (stereo unspecified)
  . | -15.3%[46.1 µM] | 18.8%[38.3 µM] | 12.4% | -3.4% | 0.7% | 3.6%
- CCCC[n+]1ccn(-c2nc3ccccc3nc2[N-]S(=O)(=O)c2ccc(Cl)cc2)c1
  . | -30.0% | . | -18.6%[9.22 µM] | . | 2.1% | 6.4%
- O=C(Cn1cncn1)c1ccc(F)cc1F
  -14.7% | 18.3% | 3.2% | 4.8% | -1.5% | 0.0% | -7.5%
- O=C(NC1CCN(Cc2ccccc2)CC1)c1ccc2c(c1)OCCCO2
  9.3% | -5.8% | . | -3.7%[9.22 µM] | . | -0.4% | 2.6%
- Cc1ccc2nc(-c3ccc(SCC(=O)N4CCc5ccccc54)nc3)[nH]c2c1
  -3.5% | -14.0% | 3.1% | ? | -10.8% | -2.2% | 3.7%
- CC(C)(C#N)Nc1ccccc1
  0.3% | 5.9%[46.1 µM] | -1.7%[38.3 µM] | 6.8% | 1.1% | 0.7% | -1.3%
- CCNc1nc(ON=C(C)C)nc(N(C)C)n1
  0.9% | 12.8% | -1.9% | ? | 0.4% | 3.1% | 3.1%
- Cc1nc(CCNC(=O)Cc2ccc(Cl)cc2)cs1
  0.5% | -13.8%[46.1 µM] | 0.2%[38.3 µM] | -11.9% | 5.5% | -0.8% | 16.2%
- O=C(O)C1CCC(=O)N1C(=O)OCc1ccccc1 (stereo unspecified)
  -9.0% | -35.5% | . | 5.0%[9.22 µM] | . | -1.0% | 7.6%
- Cc1cc(=O)c(C(=O)O)cn1-c1ccc(C(C)C)cc1
  9.1% | 0.3% | 2.5% | 12.5% | -2.5% | 4.3% | 27.5%
- O=C(NCCN1CCOCC1)c1ccc(NC(=O)C2COc3ccccc3O2)cc1 (stereo unspecified)
  . | 22.0% | 1.3% | -18.5% | -2.2% | 0.0% | -1.9%
- Cc1ccc(-n2c(C)nc3c(cnn3-c3ccc(C)c(C)c3)c2=O)cc1C
  . | -29.2%[46.1 µM] | 5.0%[38.3 µM] | ? | 4.4% | 0.7% | -3.7%
- O=C(Nc1ccc(Br)cc1)N1CCCC(O)C1 (stereo unspecified)
  . | 27.3% | -2.4% | -6.4% | -4.8% | 1.6% | ?
- O=C(NCCCN=C1NS(=O)(=O)c2ccccc21)c1ccc(S(=O)(=O)N2CCOCC2)cc1
  . | -5.8%[46.1 µM] | 38.5%[38.3 µM] | 3.3% | -1.0% | 0.8% | -1.2%
- CCOC(=O)NC1(C(F)(F)F)C(=O)N(Cc2ccccn2)C2=C1C(=O)CC(C)(C)C2 (stereo unspecified)
  0.4% | -3.0%[46.1 µM] | 8.5%[38.3 µM] | -2.2% | -1.0% | -0.2% | 1.6%
- Cc1cccc(NC(=O)C2CC(=O)N(c3ccccc3)C2)c1C (stereo unspecified)
  45.5%[activator] | -0.4%[46.1 µM] | -4.0%[38.3 µM] | -2.0% | -2.1% | 2.4% | -0.8%
- Cc1ccc(Nc2cc(C)nc3ncnn23)c(Cl)c1
  6.6% | 5.9% | 1.1% | ? | -2.0% | -1.0% | 1.7%

# Three of the entries above in order of their number in HttQ103 aggreg, ascending.
SMILES	HttQ103 aggreg
O=C(Nc1ccc(Br)cc1)N1CCCC(O)C1 (stereo unspecified)	-6.4%
Cc1cccc(NC(=O)C2CC(=O)N(c3ccccc3)C2)c1C (stereo unspecified)	-2.0%
O=C(NCCCN=C1NS(=O)(=O)c2ccccc21)c1ccc(S(=O)(=O)N2CCOCC2)cc1	3.3%

# High-throughput results deposited in PubChem by National Center for Advancing Translational Sciences (NCATS).
